TAAR1 agonist: human TAAR1 agonism; Q96RJ0; CHO RD-HGA16 TAAR1, Fluo-8 calcium fluorescence; vehicle wells 0%, saturating PEA agonist 100%; activation, % at 3 µM; 360,000 tested, 0.99% active;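 active means activation above the mean activation of all test compounds in the run plus 3 SD, cut at about 38% in these data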
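Assay system: CHO-derived RD-HGA16 cells with stable Gα16 and human TAAR1; timing: 17-24 h seeding, 75 min 37 °C dye, 30 min RT; read-out: % activation from peak over basal fluorescence ratio, DMSO-to-PEA scaled; measured by: kinetic Fluo-8 calcium fluorescence; benchmarks: low control DMSO, high control PEA (EC100); doses: 3 µM single concentration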
TAAR1 antagonist: human TAAR1 antagonism | inhibition, % at 3 µM | 360,000 tested, 1.5% active | CHO RD-HGA16 TAAR1, Fluo-8 calcium fluorescence, antagonist | Q96RJ0;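 active means inhibition above a per-plate cutoff, the mean inhibition of test compounds on that plate plus 3 SD, cut at about 49% in these data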;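 further: 0% = DMSO plus EC80 beta-PEA response and 100% = DMSO alone without agonist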
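Assay system: RD-HGA16 CHO cells with stable hTAAR1 and Gα16 / Reagent: EC80 β-phenethylamine stimulus / Doses: 3 µM, single point / Timing: dye loading 75 min at 37 °C, then 30 min room temperature / Measured by: Fluo-8 intracellular calcium dye fluorescence, real-time kinetic reads / Controls: vehicle wells and EC80 agonist wells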
CHRM1 antagonist: blocks human M1 muscarinic receptor | P11229 | CHO-K1 hM1, Fluo-8 calcium fluorescence, ACh EC80 antagonist | inhibition, % at 3 µM | 360,000 tested, 1.3% active;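 active means percent inhibition above its own plate's cutoff, namely the mean of that plate's compound wells plus 3 SD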;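 further: peak over basal fluorescence ratio during 140 s after agonist addition; 0% = ACh EC80 plus DMSO and 100% = DMSO alone without agonist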
Target sequence (P11229 whole entry, looked up): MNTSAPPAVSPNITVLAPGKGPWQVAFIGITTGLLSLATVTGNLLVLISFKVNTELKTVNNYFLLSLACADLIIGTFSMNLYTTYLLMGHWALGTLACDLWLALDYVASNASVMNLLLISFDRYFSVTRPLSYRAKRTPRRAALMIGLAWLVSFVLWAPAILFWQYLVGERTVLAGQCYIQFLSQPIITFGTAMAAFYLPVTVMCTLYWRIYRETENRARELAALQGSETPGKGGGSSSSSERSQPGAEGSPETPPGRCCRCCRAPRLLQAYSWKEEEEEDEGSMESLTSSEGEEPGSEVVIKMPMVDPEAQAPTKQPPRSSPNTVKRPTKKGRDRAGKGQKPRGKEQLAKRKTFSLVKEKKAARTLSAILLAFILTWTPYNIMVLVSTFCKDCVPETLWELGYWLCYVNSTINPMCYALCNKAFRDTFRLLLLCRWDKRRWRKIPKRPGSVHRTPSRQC
OXTR agonist: human OXTR agonism; P30559; CHO-OTR cells, Fluo-8 calcium fluorescence; normalized: DMSO 0%, oxytocin 100%; activation, % at 3 µM; 320,000 tested, 0.32% active; AID 2435;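 active means activation above the mean of all tested compounds plus 3 SD, cutoff set per screening run, cut at about 20% in these data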;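 further: peak over basal fluorescence ratio from a 100 s FLIPR kinetic read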
Target sequence (P30559 whole entry, looked up): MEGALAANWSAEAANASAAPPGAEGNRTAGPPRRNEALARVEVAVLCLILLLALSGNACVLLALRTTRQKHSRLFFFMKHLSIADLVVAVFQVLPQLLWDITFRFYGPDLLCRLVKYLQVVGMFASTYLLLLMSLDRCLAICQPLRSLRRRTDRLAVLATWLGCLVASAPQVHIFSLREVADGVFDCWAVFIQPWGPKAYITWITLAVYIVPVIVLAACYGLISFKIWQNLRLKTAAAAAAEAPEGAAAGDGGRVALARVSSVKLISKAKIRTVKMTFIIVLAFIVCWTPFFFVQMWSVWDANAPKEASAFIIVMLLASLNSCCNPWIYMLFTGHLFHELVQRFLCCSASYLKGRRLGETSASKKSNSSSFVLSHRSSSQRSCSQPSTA
CHO parental Ca: counter-screen for OX1R antagonists: effect in parental CHO cells; 330,000 tested, 0.63% active; parental CHO-K1, ATP-induced calcium, Fluo-8 fluorescence; inhibition, % at 5.6 µM;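 active means inhibition above that plate's mean sample inhibition plus 3 SD, cut at about 26% in these data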;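 further: 0% = ATP-challenged DMSO wells and 100% = DMSO wells without ATP; some compounds past the cut are filed as inactive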
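Measured by: calcium-sensitive Fluo-8 fluorescence / Test system: CHO parental line / Controls: ATP-challenged DMSO wells low, unchallenged DMSO wells high / Measure: % inhibition / Compound: single nominal dose of 5.6 µM per compound / Replicates: single well per compound, no replicates / Reagent: ATP as calcium-mobilizing challenge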
CHRM1 agonist: human M1 muscarinic receptor agonism | P11229 | CHO-K1 hM1, Fluo-8 calcium fluorescence, agonist mode; 0% DMSO, 100% acetylcholine EC100 | activation, % at 3 µM | 360,000 tested, 0.33% active;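 active means activation above the run's mean compound activation plus 3 SD, cut at about 16% in these data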;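 further: peak over basal fluorescence ratio within a 140 s kinetic read after compound addition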
V1R ag counter: V1a receptor agonism, counter-screen for OXTR agonists; AID 2797; CHO-V1R cells, Fluo-8 calcium fluorescence, agonist mode; 0% DMSO, 100% 3 nM vasopressin; activation, % at 3 µM; P37288; 320,000 tested, 0.25% active;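 active means activation above the mean activation of all tested compounds plus 3 SD, per screening run, cut at about 20% in these data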;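 further: signal is peak over basal fluorescence ratio across a 100 second FLIPR read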
M1 PAM: potentiates human M1 receptor response to acetylcholine; AID 588819; 360,000 tested, 0.088% active; P11229; CHO-K1 hM1, Fluo-8 calcium fluorescence, ACh EC20; 0% = ACh EC20, 100% = maximal ACh; activation, % at 3 µM; in the data active means activation above about 19%, passing the limit was not always enough
OXTR potentiate: potentiators of human oxytocin receptor | activation, % at 3 µM | P30559 | 320,000 tested, 0.061% active | CHO-OTR cells, Fluo-8 calcium fluorescence, potentiator mode; 0% = oxytocin EC15, 100% = EC100 | AID 2445;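 active means activation above that plate's cutoff, the mean activation of tested compounds plus 3 SD, cut at about 6.6% in these data, passing the limit was not always enough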;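 further: 100% uses oxytocin at 75 nM as the full agonist control; some results filed as inactive read as strong as hits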
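Dosing: Single dose, 3.0 µM nominal final compound concentration | Material: Human OTR in CHO cells | Technique: Kinetic Fluo-8 calcium fluorescence | Benchmarks: EC15 oxytocin alone as 0%, 75 nM oxytocin as 100% | Probe or stimulus: Oxytocin at about EC15, sub-maximal agonist stimulus | Incubation: Compound 6 min at room temperature before oxytocin, 100 s read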
An asterisk follows results filed as active. Compounds were not picked by outcome; about 3.7% have a hit in one of these screens.

For Cn1ncc2c(Nc3ccc(-c4ccccc4)cc3)ncnc21 the results were TAAR1 agonist 4, TAAR1 antagonist 14, CHRM1 antagonist 0, OXTR agonist 3.6, CHO parental Ca -21, CHRM1 agonist -2, V1R ag counter 2.7, M1 PAM -1 and OXTR potentiate -12.
C=CCNS(=O)(=O)c1cc(S(=O)(=O)NCC=C)c(OC)cc1OC was read as TAAR1 agonist 4, TAAR1 antagonist 2, CHRM1 antagonist 9, OXTR agonist -0.6, CHO parental Ca -4, CHRM1 agonist 0, V1R ag counter 1.0, M1 PAM -13 and OXTR potentiate -15.
CCN(CC)c1ccc(S(=O)(=O)N2CCOCC2)cc1NC(=O)COC(=O)/C=C/c1ccco1 was read as TAAR1 agonist 10, TAAR1 antagonist 54*, CHRM1 antagonist 13, CHRM1 agonist -4 and M1 PAM -7.
Screening O=C(Nc1ccc(F)cc1)c1cccc(C(=O)Nc2ccc(F)cc2)c1 returned TAAR1 agonist 10, TAAR1 antagonist 19, CHRM1 antagonist -4, OXTR agonist 7.3, CHO parental Ca 2, CHRM1 agonist 3, V1R ag counter 12, M1 PAM -3 and OXTR potentiate -17.
`CCN1C(=O)C(CC(=O)Nc2ccc(F)cc2)N(CCCN2CCN(c3ccc(F)cc3)CC2)C1=S` (configuration not stated) gave TAAR1 agonist 30, TAAR1 antagonist 53*, CHRM1 antagonist 16, OXTR agonist 5.4, CHO parental Ca -3, CHRM1 agonist -2, V1R ag counter 6.3, M1 PAM -6 and OXTR potentiate -14.
`O=C(Oc1c(-c2ccco2)oc2ccccc2c1=O)c1cccnc1` gave TAAR1 agonist 1, TAAR1 antagonist -40, CHRM1 antagonist 3, OXTR agonist 1.3, CHO parental Ca -5, CHRM1 agonist -4, V1R ag counter 3.3, M1 PAM 0 and OXTR potentiate -1.
O=C(c1ccc(F)cc1)N1CCN(c2cc(N3CCCCC3)c(F)cc2[N+](=O)[O-])CC1 was read as TAAR1 agonist 9, TAAR1 antagonist 6, CHRM1 antagonist 12, OXTR agonist 1.3, CHO parental Ca -25, CHRM1 agonist -1, V1R ag counter 4.4, M1 PAM -8 and OXTR potentiate -9.
For CCOC(=O)N1CCC(NC(=O)CCC(=O)N2CCOc3ccc(C)cc32)CC1 the results were TAAR1 agonist 5, TAAR1 antagonist -13, CHRM1 antagonist 7, OXTR agonist -1.2, CHO parental Ca -16, CHRM1 agonist -2, V1R ag counter -0.2, M1 PAM -2 and OXTR potentiate -8.
COc1ccc(NC(=O)c2cccc3cccnc23)cc1S(N)(=O)=O was read as TAAR1 agonist 0, TAAR1 antagonist 11, CHRM1 antagonist -16, OXTR agonist 0.8, CHO parental Ca -5, CHRM1 agonist -1, V1R ag counter 0.7, M1 PAM 13 and OXTR potentiate -3.
C=C1CCC[C@]2(C)C[C@H]3OC(=O)C(CNCCN(CC)CC)[C@H]3CC12 (some centres not stated) was read as TAAR1 agonist 1, TAAR1 antagonist -2, CHRM1 antagonist -15, OXTR agonist -0.7, CHO parental Ca -10, CHRM1 agonist -11, V1R ag counter -0.7, M1 PAM 6 and OXTR potentiate -21.
Screening CCOC(=O)C(=NCC1CCCO1)NNc1ccccc1Cl (configuration not stated) returned TAAR1 agonist 6, TAAR1 antagonist -39, CHRM1 antagonist -9, OXTR agonist 0.1, CHO parental Ca -11, CHRM1 agonist -6, V1R ag counter -1.6, M1 PAM 3 and OXTR potentiate -5.
For C=C1C(C(=O)Nc2ccccc2)C1C(=O)Nc1ccccc1 (configuration not stated) the results were TAAR1 agonist 0, TAAR1 antagonist -23, CHRM1 antagonist -2, OXTR agonist -0.8, CHO parental Ca -5, CHRM1 agonist -4, V1R ag counter 0.6, M1 PAM 7 and OXTR potentiate -1.
CC(CCc1ccccc1)NC(=S)NC1CCCCC1 (configuration not stated) was read as TAAR1 agonist 5, TAAR1 antagonist -29, CHRM1 antagonist 1, OXTR agonist -0.3, CHO parental Ca -6, CHRM1 agonist -12, V1R ag counter 1.8, M1 PAM -1 and OXTR potentiate -5.
`COC(=O)c1ccc(CN(C)S(=O)(=O)c2cccs2)cc1` gave TAAR1 agonist 5, TAAR1 antagonist 7, CHRM1 antagonist 0, OXTR agonist 1.3, CHO parental Ca -12, CHRM1 agonist -4, V1R ag counter 3.3, M1 PAM 8 and OXTR potentiate -7.
COc1ccc(/C=C2\CCc3ccccc3C2=O)cc1O was read as TAAR1 agonist 6, TAAR1 antagonist -9, CHRM1 antagonist -9, OXTR agonist 0.1, CHO parental Ca -12, CHRM1 agonist -4, V1R ag counter 2.4, M1 PAM 6 and OXTR potentiate -13.
For CCN(CC)C1=C(Cl)C(=O)C(Cl)C12OCCO2 (configuration not stated) the results were TAAR1 agonist 1, TAAR1 antagonist 0, CHRM1 antagonist -1, OXTR agonist 1.1, CHO parental Ca -7, CHRM1 agonist -1, V1R ag counter 0.6, M1 PAM 2 and OXTR potentiate -3.
Screening N/C(=N\OC(=O)CCn1cccc(C(F)(F)F)c1=O)c1ccc(OC(F)(F)F)cc1 returned TAAR1 agonist 0, TAAR1 antagonist -40, CHRM1 antagonist 14, OXTR agonist -0.2, CHO parental Ca -16, CHRM1 agonist -1, V1R ag counter -0.5, M1 PAM -2 and OXTR potentiate 5.
Screening OC[C@@H]1CN(Cc2ccncc2)C[C@H](n2cnc3c(N4CCN(c5ccccc5)CC4)ncnc32)O1 returned TAAR1 agonist 10, TAAR1 antagonist 47, CHRM1 antagonist 18, CHRM1 agonist 1 and M1 PAM -12.
O=[N+]([O-])c1cc(F)c2cccnc2c1O was read as TAAR1 agonist 8, TAAR1 antagonist -7, CHRM1 antagonist -6, OXTR agonist -0.1, CHO parental Ca 9, CHRM1 agonist -4, V1R ag counter -1.8, M1 PAM 3 and OXTR potentiate -5.
`O=C(c1cc(COc2c(F)cccc2F)on1)N1CCC(c2ccccc2F)C1` (configuration not stated) gave TAAR1 agonist 5, TAAR1 antagonist 2, CHRM1 antagonist -9, OXTR agonist -0.7, CHO parental Ca 10, CHRM1 agonist -13, V1R ag counter 3.2, M1 PAM -7 and OXTR potentiate -24.
`O=C1NC(c2ccc(Cl)cc2)Nc2ccccc21` (configuration not stated) gave TAAR1 agonist 2, TAAR1 antagonist -7, CHRM1 antagonist 0, OXTR agonist 0.3, CHO parental Ca -17, CHRM1 agonist 0, V1R ag counter 0.9, M1 PAM 4 and OXTR potentiate -7.
For CC(Oc1ccc(F)cc1)C(=O)Nc1ccccc1N1CCCCC1 (configuration not stated) the results were TAAR1 agonist 0, TAAR1 antagonist -11, CHRM1 antagonist 0, OXTR agonist -0.8, CHO parental Ca -54, CHRM1 agonist -5, V1R ag counter 0.1, M1 PAM -6 and OXTR potentiate -5.
Screening O=C(COc1ccccc1Cl)Nc1cccc(S(=O)(=O)N2CCCC2)c1 returned TAAR1 agonist 3, TAAR1 antagonist 19, CHRM1 antagonist 14, OXTR agonist 1.3, CHO parental Ca -3, CHRM1 agonist -7, V1R ag counter 4.9, M1 PAM -10 and OXTR potentiate -13.
For Cc1cc(C)nc(SCc2ccc(C(=O)N/N=C/C3CCCCC3)cc2)n1 the results were TAAR1 agonist 1, TAAR1 antagonist 3, CHRM1 antagonist -5, OXTR agonist -0.8, CHO parental Ca -12, CHRM1 agonist -5, V1R ag counter -0.1, M1 PAM 14 and OXTR potentiate 7.
O=C(NCC1CCCO1)c1ccc2c(=O)n(-c3ccc(F)cc3)c(=S)[nH]c2c1 (configuration not stated) was read as TAAR1 agonist 2, TAAR1 antagonist -10, CHRM1 antagonist -12, OXTR agonist -0.1, CHO parental Ca -14, CHRM1 agonist -5, V1R ag counter 1.1, M1 PAM 5 and OXTR potentiate -1.
O=C(c1ccc(COCC(F)(F)F)cc1)N1CCN(c2ccccn2)CC1 was read as TAAR1 agonist 5, TAAR1 antagonist 0, CHRM1 antagonist -10, OXTR agonist -0.3, CHO parental Ca -6, CHRM1 agonist -5, V1R ag counter -0.6, M1 PAM 4 and OXTR potentiate -3.
O=C(Nc1ccccc1)Oc1cccc2cccnc12 was read as TAAR1 agonist 17, TAAR1 antagonist -11, CHRM1 antagonist 3, CHRM1 agonist -2 and M1 PAM -2.
Screening CCOc1ccc(C(C)NC(=O)C2CCN(S(=O)(=O)c3ccc(OC)cc3)CC2)cc1OCC (configuration not stated) returned TAAR1 agonist -1, TAAR1 antagonist -10, CHRM1 antagonist -7, CHRM1 agonist -6 and M1 PAM 10.
Screening COC(=O)c1ccncc1C(=O)Nc1ccc(Oc2ncc(C(F)(F)F)cc2Cl)cc1 returned TAAR1 agonist 5, TAAR1 antagonist -8, CHRM1 antagonist -2, OXTR agonist -1.3, CHO parental Ca -6, CHRM1 agonist -2, V1R ag counter -0.3, M1 PAM 7 and OXTR potentiate -5.
CCC1(C)CC(CC(=O)O)(c2ccccc2OC)CCO1 (configuration not stated) was read as TAAR1 agonist 13, TAAR1 antagonist 7, CHRM1 antagonist -3, OXTR agonist 0.7, CHO parental Ca -5, CHRM1 agonist -4, V1R ag counter 2.4, M1 PAM 6 and OXTR potentiate 6.
For Cc1ccccc1NC(=O)Nc1ccc2c(c1)OCO2 the results were TAAR1 agonist 2, TAAR1 antagonist -4, CHRM1 antagonist -2, OXTR agonist -0.5, CHO parental Ca -7, CHRM1 agonist -3, V1R ag counter 1.6, M1 PAM 5 and OXTR potentiate 1.
CCCC(=O)N(Cc1cc(=O)[nH]c2ccccc12)c1ccc(C)cc1C was read as TAAR1 agonist 14, TAAR1 antagonist 3, CHRM1 antagonist 8, CHRM1 agonist 3 and M1 PAM -4.
Screening CC(NC(=O)C(NC(=O)C1CCCN1C(=O)OC(C)(C)C)C(C)C)C(N)=O (configuration not stated) returned TAAR1 agonist 2, TAAR1 antagonist -4, CHRM1 antagonist -4, OXTR agonist -1.4, CHO parental Ca -4, CHRM1 agonist -5, V1R ag counter -0.2, M1 PAM 4 and OXTR potentiate -2.

Source: PubChem
